# TDP1 cell CPT – growth inhibition of DT40 Tdp1-/-;hTDP1 cells with camptothecin (screen for TDP1 inhibitors). chicken DT40 Tdp1-/-;hTDP1 cells + 20 nM CPT, ATP luminescence, 48 h. Potency, µM (doses to about 46.2 µM), for inactives: top-dose activity change, negative = growth inhibition, actives largely listed as inhibitors. 420,000 tested, 12% active. AID 686979; note: nearly all actives have a fitted effect of over 55% in size
#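 Chicken DT40 Tdp1-/- cells complemented with human TDP1, 400 cells/well, exposed to compounds plus 20 nM camptothecin for at least 48 h at 37 C; viability read as ATP content by CellTiter-Glo luminescence.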
# TDP1 cell noCPT – qHTS for Inhibitors of human tyrosyl-DNA phosphodiesterase 1 (TDP1): qHTS in cells in absence of CPT; Potency, µM (top dose mostly 46.2 µM), without a hit: at the highest dose activity change, negative = growth inhibition, most hits filed as inhibitors; 420,000 tested, 15% active; DT40 Tdp1-/- hTDP1 cells, no CPT, ATP luminescence, 48 h; note: nearly all actives have a fitted effect of over 55% in size
#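 Chicken DT40 Tdp1-/- cells complemented with human TDP1, screened without camptothecin (DMSO vehicle only), 400 cells/well. Compounds pin-transferred, cells incubated at 37 °C for at least 48 hr. Growth read as ATP-dependent luminescence (CellTiter-Glo, 30 min at RT).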
# GCN5L2 inh – inhibitors of human GCN5L2 histone acetyltransferase | GCN5L2 HAT assay, ThioGlo1 CoA-SH fluorescence | Q92830 | Potency, µM (top dose mostly 58.9 µM), for the others: top-dose activity change, negative = inhibition, actives largely listed as inhibitors | 390,000 tested, 0.21% active | AID 504327
# Target sequence (Q92830 whole entry, looked up): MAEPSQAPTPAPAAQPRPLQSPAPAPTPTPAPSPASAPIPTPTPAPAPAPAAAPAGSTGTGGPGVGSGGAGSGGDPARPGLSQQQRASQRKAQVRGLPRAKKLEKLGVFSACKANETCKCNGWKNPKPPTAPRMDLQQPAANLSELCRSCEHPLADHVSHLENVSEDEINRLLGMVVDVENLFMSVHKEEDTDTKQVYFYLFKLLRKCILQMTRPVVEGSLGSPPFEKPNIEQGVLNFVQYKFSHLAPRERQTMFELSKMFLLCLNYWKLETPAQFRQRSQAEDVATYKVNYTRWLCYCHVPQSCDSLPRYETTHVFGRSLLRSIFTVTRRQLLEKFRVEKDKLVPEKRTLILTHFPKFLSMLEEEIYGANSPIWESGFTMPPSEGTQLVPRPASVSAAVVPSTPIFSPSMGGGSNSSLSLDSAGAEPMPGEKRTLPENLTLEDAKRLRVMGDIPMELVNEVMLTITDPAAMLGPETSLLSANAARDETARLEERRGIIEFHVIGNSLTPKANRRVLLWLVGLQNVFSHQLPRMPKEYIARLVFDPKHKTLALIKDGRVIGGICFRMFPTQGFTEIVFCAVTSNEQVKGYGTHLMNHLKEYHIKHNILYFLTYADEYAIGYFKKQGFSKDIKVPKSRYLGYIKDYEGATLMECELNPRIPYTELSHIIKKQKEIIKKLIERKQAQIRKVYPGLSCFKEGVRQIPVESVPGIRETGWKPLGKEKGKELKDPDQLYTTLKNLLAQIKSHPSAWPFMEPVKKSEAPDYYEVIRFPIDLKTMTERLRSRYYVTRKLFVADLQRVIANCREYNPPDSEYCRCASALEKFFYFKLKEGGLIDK
#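 qHTS, 1536-well. 20nM enzyme, pH 7.5 HEPES/EDTA/Tween-20 buffer; 15 min compound preinc., RT. Start: 75uM H3(1-25), 70uM AcCoA, 50uM ThioGlo1. Read Ex340/Em540 at t=0 (autofluorescence flag) and t=20 min.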
# Starred values were filed as active, the others as inactive; ? = inconclusive; · = no result given. Calls come from the whole dose curve; as a rule, active = well fitted curve in the direction sought with a large enough effect; inconclusive = small, poorly fitted or top-dose-only effect, or another doubt; inactive = no such curve, though single readings can be large; an effect the other way counts as inactive or inconclusive. % is set by controls: 0 for no effect and ±100 for the full control effect; potency is the fitted concentration of half-maximal effect. A portion of the library; the hit share may differ from the screen's.
# Values run as follows: TDP1 cell CPT	TDP1 cell noCPT	GCN5L2 inh
> CCN1CCc2c(sc(-n3cccc3)c2C(C)NC(=O)Nc2cc(Cl)c(OC)cc2OC)C1 (centres undefined)
  18µM*	18µM*	-6%
> CC1CCCN(C(=O)CN(C)S(=O)(=O)c2cccc3nsnc23)C1 (centres undefined)
  -5%	14%	3%
> CCCCOc1ccccc1C(=O)NCCCC(=O)O
  1%	-21%	-1%
> O=c1nc2s/c(=C\c3ccco3)c(=O)n2nc1Cc1ccc(F)cc1
  ?	-17%	?
> COC(=O)c1ccc(N2CCN(C)CC2)c(NC(=O)c2cccs2)c1
  5%	6%	-1%
> CC1CC(C)CN(CCC(=O)Nc2ccc(Br)cc2)C1 (centres undefined)
  ?	?	-3%
> CCOc1ccc(C(C)=O)cc1COC(=O)CN1C(=O)NC2(CCCC2)C1=O
  ?	-25%	-3%
> CN(CCN1CCc2ccccc2C1)Cc1nc(Cc2ccccc2F)no1
  -2%	-15%	-1%
> CCOC(=O)c1c(C)c(C(=O)NCc2ccc3c(c2)OCO3)c(C)n1CC
  -2%	7%	-3%
> Cc1ccc(-n2c(C)c3c(C)nnc(C)c3c2C)cc1N
  21µM*	?	-9%
> COc1ccc(C(=O)Nc2ccccc2C(=O)NCCN2CCOCC2)cc1OC
  9%	8%	-6%
> O=C(CSc1nc(=O)n2cc(Cl)ccc2n1)Nc1ccc2c(c1)OCCO2
  -12%	?	?
> O=C(CN1CCN(Cc2ccccc2)CC1)Nc1cccc(C(F)(F)F)c1
  -20%	-5%	-4%
> O=C(COC(=O)c1ccc(Cl)nc1)Nc1ccc(S(=O)(=O)N2CCCC2)cc1
  -13%	0%	-3%
> N#Cc1ccc(-c2csc(NC(=O)/C=C/c3cccs3)n2)cc1
  13µM*	10µM*	-6%
> O=C(CNC(=O)c1ccccc1)OCC(=O)c1ccc(Cl)s1
  -23%	11%	0%
> CCCCOc1ccc(C(=O)N/C(=C\c2cccc([N+](=O)[O-])c2)C(=O)OCCC)cc1
  0%	-5%	-17%
> CCc1ncc(CN2CCCC(C(=O)Nc3cccc(-c4cccc(C)c4)c3)C2)cn1 (centres undefined)
  ?	?	3%
> O=C(CCN1CCCO1)N1CCCC(Nc2cccc(F)c2)C1 (centres undefined)
  15%	0%	·
> Cc1cc(NC(=O)c2cnn3c(C(F)(F)F)cc(-c4ccc(Br)cc4)nc23)no1
  ?	?	-1%
> COc1ccc(CCNC(=O)c2ccccc2C(=O)NCCc2ccc(OC)c(OC)c2)cc1OC
  -3%	-20%	·
> COc1ccc(S(=O)(=O)N2CCC(C(=O)NC3CC3)CC2)cc1Cl
  -14%	?	-7%
> O=C(OCC(=O)N1CCOCC1)c1ccccc1OCc1ccccc1
  -7%	0%	4%
> CC[N+]1=CN(c2ccccc2)C(C)=CC1(C)C
  ?	?	-8%
> Cc1csc2nc(CCNS(=O)(=O)c3cccs3)cn12
  12%	-5%	-12%
> Cn1nc(C(F)(F)F)c2cc(C(=O)Nc3ccc(F)cc3F)sc21
  11%	1%	-1%
> CCOC(=O)c1cccc(NC(=O)C2(S(=O)(=O)c3ccc(Cl)cc3)CC2)c1
  24%	?	-6%
> CCC(CC)C(=O)N1CC(=O)Nc2ccc(C)cc2C1c1ccccc1 (centres undefined)
  1%	6%	-1%
> CCCC(=O)N1CCCC(c2cc(C(=O)Nc3ccccc3)no2)C1 (centres undefined)
  ?	?	·
> CCCCC(C(=O)N/N=C/c1ccccn1)C(=O)N/N=C/c1ccccn1
  -5%	-11%	?
> CN(C)C(CNC(=O)CCNC(=O)c1ccc(Br)cc1)c1ccco1 (centres undefined)
  1%	-12%	-7%
> O=C(NCC(c1ccco1)N1CCc2ccccc2C1)c1ccc(F)cc1 (centres undefined)
  -26%	-20%	0%
> Cc1ccccc1N(Cc1ccccc1F)S(C)(=O)=O
  -8%	-5%	0%
> CSc1ncccc1C(=O)OCC(=O)Nc1cc(C(F)(F)F)ccc1N1CCOCC1
  -28%	-13%	-10%
> O=[N+]([O-])c1ccc(/C=N/Nc2ncccc2[N+](=O)[O-])s1
  1.5µM*	1.3µM*	·
> CC(C)OC(=O)c1cc2c(ccn2C)n1CC(=O)N(Cc1ccccc1)c1ccc(F)cc1
  16µM*	21µM*	-7%
> O=C(Oc1cccc(NC(=O)c2ccco2)c1)c1cccc(S(=O)(=O)N2CCCCC2)c1
  -4%	-22%	-18%
> CN(CCCN1CCCCC1)C(=O)c1cc(COc2ccc(F)cc2F)on1
  -8%	-5%	0%
> CCCCc1cc(=O)oc2c(CN3CCN(C)CC3)c(O)ccc12
  -21%	-17%	-19%
> CN1CCC23c4ccccc4NC1C21CCN(C)C3Nc2ccccc21
  6%	1%	·

# Rewritten field by field: entries from further up.
CC1CCCN(C(=O)CN(C)S(=O)(=O)c2cccc3nsnc23)C1 (centres undefined)
  TDP1 cell CPT: -5% | TDP1 cell noCPT: 14% | GCN5L2 inh: 3%
CCOc1ccc(C(C)=O)cc1COC(=O)CN1C(=O)NC2(CCCC2)C1=O
  TDP1 cell CPT: ? | TDP1 cell noCPT: -25% | GCN5L2 inh: -3%
CCc1ncc(CN2CCCC(C(=O)Nc3cccc(-c4cccc(C)c4)c3)C2)cn1 (centres undefined)
  TDP1 cell CPT: ? | TDP1 cell noCPT: ? | GCN5L2 inh: 3%
CC[N+]1=CN(c2ccccc2)C(C)=CC1(C)C
  TDP1 cell CPT: ? | TDP1 cell noCPT: ? | GCN5L2 inh: -8%

# Carrying on.
# Values run as follows: TDP1 cell CPT	TDP1 cell noCPT	GCN5L2 inh
> CCc1ccc(NC(=O)CN2C(=O)C(c3ccc(Cl)cc3)=NC23CCCCC3)cc1
  ?	?	-20%
> CCOC(=O)Cc1csc(NC(=O)c2ccc3ncsc3c2)n1
  ?	?	-10%
> COc1cccc(CNCCO)c1OCc1ccccc1
  2%	-29%	-2%
> O=C(NCc1ccccn1)C(=O)NCC1OCCN1S(=O)(=O)c1ccc(Cl)cc1 (centres undefined)
  10%	-11%	4%
> CCOCCCN(C(=O)Nc1ccc(Cl)cc1)C1CCN(C(C)=O)CC1
  -8%	-11%	-6%
> COc1ccc(-c2nn(-c3ccccc3)cc2C(=O)N2CCOCC2)cc1
  -4%	2%	-1%
> COc1ccc(C(C)=O)cc1CSc1nc(C)cc(C)n1
  10%	-3%	3%
> COc1cc(/C=N/NC(=O)c2ccncc2)ccc1OC(=O)c1cc(OC)c(OC)c(OC)c1
  8%	-5%	-5%
> Cc1ccc(S(=O)(=O)C(C#N)c2nc3ccccc3nc2N2CCCC2)cc1 (centres undefined)
  -29%	?	-28%
> O=C(Nc1ccnn1C1CCN(C/C=C/c2ccc(F)cc2)CC1)C1CCCC1
  ?	-24%	-2%
> O=C(Cc1c(F)cccc1Cl)Nc1ccccc1C(=O)N1CCCCC1
  -7%	-20%	0%
> CCOC(=O)C1=NNC2(c3ccc(C)cc3)C(=O)N(c3ccc(Cl)cc3)C(=O)C12 (centres undefined)
  -3%	-2%	-3%
> CC(OC(=O)Cc1n[nH]c(=O)c2ccccc12)C(=O)Nc1ccc(S(N)(=O)=O)cc1 (centres undefined)
  -27%	-9%	-8%
> C=CCn1c(COc2ccccc2F)nnc1SCC(=O)N1CC(=O)Nc2ccccc21
  1%	1%	-11%
> CCCNC(=O)C1(C)CCN(Cc2ccc(OC)c3ccccc23)C1 (centres undefined)
  ?	21µM*	·
> COc1ccc(NC(=O)[C@@H]2CCCN2S(=O)(=O)c2cccc3cccnc23)cc1
  ?	?	1%
> CC(CNC(=O)C1CCN(C(=O)N2CCOc3ccc(Cl)cc32)CC1)c1ccccc1 (centres undefined)
  ?	16µM*	-12%
> C[C@H]1CN=C(N(C)C)N1CCc1ccccc1
  3%	-4%	-1%
> Cc1cn(-c2cc(C(=O)Nc3ccc(C)c(NC(=O)C(=O)c4c[nH]c5ccccc45)c3)cc(C(F)(F)F)c2)cn1
  8.2µM*	7.3µM*	5%
> COc1ccc(C[C@H]2c3cc(O)c(OC)cc3CC[N+]2(C)[O-])cc1O (some centres undefined)
  ?	21µM*	-11%
> CCCc1cc(C(=O)NCCc2ccc(OC)c(OC)c2)no1
  -23%	?	-4%
> O=C(COC(=O)Cc1cn2ccsc2n1)Nc1nc2ccccc2s1
  0%	-5%	-4%
> COc1ccc(-n2c(=S)[nH]c3cc(C(=O)O)ccc3c2=O)cc1
  -5%	-8%	-4%
> CC(C)=C[C@H]1C[C@H](C)[C@H]2CC[C@H](C)c3c(O[C@@H]4OC[C@@H](O)[C@H](O)C4O)c(O)c(C)c1c32 (some centres undefined)
  -29%	?	-5%
> O=C(NCc1ccccc1)OC1CC2CC1[C@H]1CCCCN1C2=O (some centres undefined)
  -11%	-25%	·
> COc1ccc(OCC(=O)Nc2ccc3c(c2)nc(CCNC(C)=O)n3C)cc1
  13%	0%	-4%
> COc1ccc(NC(=O)N2CCCC3(CCNCC3)C2)cc1
  17%	-18%	3%
> CC(=O)N(C)c1ccc(N=Nc2c(C)[nH]n(C(N)=S)c2=O)cc1
  -9%	22%	-5%
> O=C1NC(Cc2ccc(O)cc2)c2nc3ccc(F)cc3c(=O)n2-c2ncccc21 (centres undefined)
  -3%	?	·
> CCCS(=O)(=O)c1ncc(Cl)c(C(=O)Nc2scc(-c3ccccc3)c2C(=O)OCC)n1
  2.3µM*	3.7µM*	-5%
> CCOc1ccc(C(=O)C(C)OC(=O)c2cnc(C)cn2)cc1 (centres undefined)
  22%	4%	0%
> O=C(c1cc2nc(-c3ccco3)cc(C(F)(F)F)n2n1)N1CCCc2ccccc21
  -19%	?	1%
> CN(C)C(CNC(=O)CSc1nnc(-c2ccco2)o1)c1ccccc1 (centres undefined)
  -15%	1%	-3%
> CC1CN(CC(=O)NCc2ccccc2)CC(C)O1 (centres undefined)
  12%	-15%	-10%
> CCn1c(CCn2c3ccccc3c3ccccc32)n[nH]c1=S
  15µM*	?	-3%
> O=C(c1cccc([N+](=O)[O-])c1)c1ccc2c(c1)OCCOCCOCCOCCO2
  -5%	?	-3%
> CCOC(=O)c1nnn(CC(=O)Nc2cc(C)cc(C)c2)c1C(=O)OCC
  -22%	?	-3%
> CCOc1cccc(C(=O)Nc2cc(C)c(O)c(-c3nc4ncccc4o3)c2)c1
  -6%	-11%	-11%
> Cc1cccc(C2N(c3nccs3)C(=O)C3CCCN32)c1 (centres undefined)
  0%	1%	3%
> Cc1cccc(/C=N/c2sc3c(c2C#N)CCN(Cc2ccccc2)C3)c1O
  -1%	?	4%
> CCOC(=O)c1c(C)n(C)c2ccc(OC)c(NC(=O)CN3CCC(C(=O)OCC)CC3)c12
  ?	?	-1%
> CC(=O)SC[C@@H](C)C(=O)N1CCC[C@H]1C(=O)N[C@@H](Cc1ccccc1)C(=O)O
  5%	-1%	·
> Cc1cc(C)cc(NC(=O)C/C(N)=N/O)c1
  -2%	1%	-11%
> COc1cc(/C=C2\SC(=O)N(Cc3ccc(F)cc3)C2=O)cc([N+](=O)[O-])c1O
  ?	?	-1%
> Cc1c(C(=O)NCc2ccc(C(F)(F)F)cc2)sc(=O)n1Cc1cccc(F)c1
  ?	?	·
> CS/C(=N\NC(N)=O)c1ccccc1
  7%	-1%	-6%
> O=C(c1cc(-c2ccccc2O)on1)N1CCCCCC1
  2%	-17%	-9%
> O=C(OCc1nnc(-c2ccccc2)o1)c1cn(-c2ccccc2)nc1-c1ccccc1
  ?	?	-3%
> C=C[C@@H]1c2cc(C)ccc2N(S(=O)(=O)c2ccc(C)cc2)[C@H](c2ccccc2)C1(C#N)S(=O)(=O)c1ccccc1 (some centres undefined)
  ?	?	-4%
> CCOc1ccccc1C(=O)Nc1nnc(C(C)C)s1
  ?	?	-6%
> C=CCn1c(SCc2cc(=O)n3ccsc3n2)nc2sc(C)c(C)c2c1=O
  ?	?	-4%
> CN(C)C(=O)c1ccc(NC(=O)c2ccccc2SCC(=O)N2CCCC2)cc1
  9%	-2%	-2%
> COc1ccc(C(=O)/C(C#N)=N/Nc2ccc([N+](=O)[O-])cc2)cc1
  0.58µM*	0.52µM*	1%
> Cc1cc(C)n(CC(=O)Nc2ccc3c(c2)OCO3)c(=O)c1C#N
  8%	12%	2%
> O=C(N/C(=C/c1cn(-c2ccccc2)nc1-c1ccccc1)C(=O)N1CCOCC1)c1ccc(Cl)cc1Cl
  ?	?	-16%
> COc1ccc(C(=O)NC2CCN(CC(=O)Nc3c(C)cccc3C)CC2)cc1OC
  -5%	-2%	-2%
> O=c1c2ccccc2nc(SCc2cccc(F)c2)n1Cc1ccco1
  -15%	-19%	-21%
